Rin1 Abl inh: human Rin1-Abl interaction inhibition | TR-FRET Rin1/Abl binding, biochemical | P00519+Q13671 | inhibition, % at 7.35 µM | 360,000 compounds, 0.4% hits; in the data active = inhibition above about 5%, passing the limit was not always enough
NRP1-CendR mod: modulators of CendR peptide binding to human neuropilin-1 | FAM-RPARPAR peptide binding to NRP-1, fluorescence polarization | O14786 | 360,000 compounds, 0.85% hits | inhibition, % at 25 µM;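 active = inhibition or corrected inhibition above about 18%, plus a signal ratio from 0.5 to 1.5, limit read from the data, passing the limit was not always enough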; also: strong numbers were not always called active
Neddyl block: inhibitors of human cullin neddylation; 360,000 compounds, 0.58% hits; P61081+Q13564; TR-FRET cullin neddylation, biochemical; calls only at 25 µM; in the data active = inhibition above about 36%
eLon inh: E. coli protease La inhibition; P0A9M0; purified E. coli Lon protease, fluorescence polarization; inhibition, % at 7.94 µM; 360,000 compounds, 0.42% hits; AID 602123; in the data active = inhibition above about 13%, passing the limit was not always enough;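 also: 0% = enzyme with probe and DMSO and 100% = no enzyme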
FAS TE block: FAS thioesterase (human) inhibition; recombinant FAS-TE, OMFH fluorogenic substrate, fluorescence endpoint; P49327; AID 602261; 360,000 compounds, 0.67% hits; inhibition, % at 15 µM;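 active = compounds whose normalised, plate-corrected inhibition of enzyme fluorescence in the single-dose primary screen is 50% or more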;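 also: 0% = DMSO with enzyme and 100% = substrate without enzyme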
PABP1 MLLE inh: inhibitors of microRNA-mediated deadenylation, human PABP1 MLLE binding | P11940 | AID 588489 | 360,000 compounds, 0.36% hits | inhibition, % at 20 µM | GST-MLLE / FITC-PAM2 fluorescence polarization; in the data active = inhibition above about 35%, passing the limit was not always enough;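 also: plate controls were DMSO wells with GST-MLLE for no effect and wells lacking GST-MLLE protein for full effect; some results filed as inactive read as strong as hits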
Target sequence (P11940 whole entry, looked up): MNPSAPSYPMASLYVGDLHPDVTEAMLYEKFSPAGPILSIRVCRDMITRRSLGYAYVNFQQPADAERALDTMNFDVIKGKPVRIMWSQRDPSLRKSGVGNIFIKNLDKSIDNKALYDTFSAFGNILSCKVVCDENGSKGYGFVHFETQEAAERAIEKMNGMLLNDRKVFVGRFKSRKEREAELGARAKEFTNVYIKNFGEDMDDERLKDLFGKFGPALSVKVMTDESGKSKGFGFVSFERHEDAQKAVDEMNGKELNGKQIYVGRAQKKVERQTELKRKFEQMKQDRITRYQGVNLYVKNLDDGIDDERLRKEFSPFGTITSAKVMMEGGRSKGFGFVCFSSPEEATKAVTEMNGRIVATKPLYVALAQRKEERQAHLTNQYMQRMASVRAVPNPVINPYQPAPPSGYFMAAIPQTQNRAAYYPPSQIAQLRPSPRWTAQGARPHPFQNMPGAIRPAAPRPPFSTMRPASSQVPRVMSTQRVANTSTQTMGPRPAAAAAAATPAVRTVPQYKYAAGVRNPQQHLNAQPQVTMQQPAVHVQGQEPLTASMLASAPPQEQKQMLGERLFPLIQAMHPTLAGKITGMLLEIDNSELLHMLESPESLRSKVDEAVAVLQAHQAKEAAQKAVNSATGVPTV
MT1-MMP act inh: inhibitors of human MT1-MMP activation | GFP/RFP ratio change, % at 20 µM | 360,000 compounds, 0.061% hits | HT1080 RFP-PRO-GFP cells, GFP/RFP ratio fluorescence, overnight; percent of plate control window, DMSO zero;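 active = GFP/RFP ratio change of at least 30% with cell ATP level not reduced by more than half and red fluorescence within 50% of control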; also: strong numbers were not always called active
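Test system: HT1080 cells expressing an RFP-PRO-GFP fluorescent reporter construct / Compound dosing: single-point 20 µM compound, 1% DMSO / Schedule: cells overnight before dosing, compound overnight, 37 °C, 5% CO2 / Evaluation: GFP/RFP fluorescence ratio / Control set: DMSO and RFP-L50D-GFP cell wells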
SKN-1 inh: C. elegans SKN-1 inhibition. C. elegans VP596 Pgst-4::GFP/RFP ratio, acrylamide-induced, 24 h. inhibition, % at 21.8 µM. 360,000 compounds, 0.49% hits. AID 624304;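 active = interference check ratio from 0.5 to 1.5 plus GFP to RFP signal ratio inhibition reaching or exceeding a fixed threshold, cut at about 30% in these data, passing the limit was not always enough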; also: some compounds called inactive have numbers as strong as hits
bovine MsrA act: activates bovine MsrA enzyme; 360,000 compounds, 0.3% hits; purified bovine MsrA, absorbance read-out; activation, % at 10.6 µM; AID 602163; in the data active = activation above about 7.5%;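 also: 0% = vehicle and 100% = reference activator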
* marks the source's active call; other numbers are inactive results; i = inactive; . = no result given. Compounds were not picked by outcome. Share with any hit: about 4%.

Field names – A = Rin1 Abl inh; B = NRP1-CendR mod; C = Neddyl block; D = eLon inh; E = FAS TE block; F = PABP1 MLLE inh; G = MT1-MMP act inh; H = SKN-1 inh; I = bovine MsrA act
> CCCNC(=O)c1ccc(N2CCC3(CC2)CC(c2ccccc2)=NO3)c(N)c1
  A: 4	B: 5	C: i	D: 3	E: -4	F: 2	G: 5	H: 9	I: -2
> CCN(CC)c1ccc(/C=N/O)cc1
  A: 5	B: 4	C: i	D: -8	E: -4	F: -15	G: -5	H: -3	I: -5
> COc1ccc(-c2sc3cc(OC)c(OC)cc3c2C#CC(C)(C)O)cc1
  A: -1	B: -16	C: i	D: -13	E: -1	F: 2	G: 2	H: -1	I: -3
> CCCCCCSc1ccc([C@@H]2[C@@H]3C(=O)N(CC)C(=O)[C@@H]3[C@]3(C(=O)OC)CCCCN23)cc1
  A: 3	B: -4	C: i	D: 13	E: 27	F: 5	G: -1	H: 5	I: -7
> Cc1nn(C)cc1-c1n[nH]c(=S)n1-c1ccc(F)cc1
  A: 0	B: -5	C: i	D: -14	E: -9	F: -13	G: -4	H: 14	I: 0
> CN(C)S(=O)(=O)c1ccc(C(=O)NC2CCCc3ccccc32)cc1 (configuration not stated)
  A: 0	B: -4	C: i	D: -5	E: 3	F: -8	G: 3	H: -7	I: -3
> CC1(C)C(c2cccs2)=[N+]([O-])C2(CCCCC/C2=N\NC(N)=O)N1O (configuration not stated)
  A: 0	B: 8	C: i	D: -3	E: -6	F: 7	G: -1	H: 8	I: 0
> O=C(NCCCn1ccnc1)/C(=C\c1cccs1)NC(=O)c1ccccc1
  A: 0	B: 4	C: i	D: -12	E: -13	F: 2	G: 0	H: 13	I: -6
> O=C(NC1CCCc2c1cnn2-c1cc(F)cc(F)c1)c1ccncc1 (configuration not stated)
  A: 6	B: 9	C: i	D: -2	E: -6	F: 5	G: -9	H: 1	I: -2
> Cn1cccc1/C=C1\SC(=O)N(CC(=O)Nc2ccc(F)cc2)C1=O
  A: 0	B: -10	C: i	D: -4	E: -3	F: 4	G: 1	H: 2	I: -4
> COC(=O)c1ccc(NC(=O)CN2CCN(c3ccccc3)CC2)cc1
  A: 0	B: 16	C: i	D: -7	E: 0	F: 1	G: 0	H: 17	I: -2
> COc1ccc(N2CCN(S(C)(=O)=O)CC2)cc1
  A: 4	B: 6	C: i	D: -14	E: -7	F: 6	G: 4	H: 23	I: -4
> S=c1[nH]cc(-c2ccccc2)n1-c1ccccc1
  A: 0	B: 4	C: i	D: 2	E: -6	F: 5	G: 4	H: 6	I: -2
> O=C(NC1CCCCC1)C(c1ccco1)N(C(=O)c1csnn1)c1cccc(F)c1 (configuration not stated)
  A: 3	B: 1	C: i	D: 8	E: 0	F: 21	G: 1	H: 3	I: -1
> CN(CC(=O)Nc1ccccc1C(F)(F)F)C(=O)CSCc1ccccc1
  A: 4	B: 2	C: i	D: 7	E: -5	F: 10	G: 1	H: 10	I: -4
> CCN1CCN(C(=S)Nc2ccc3nc(N4CCN(C)CC4)cc(C)c3c2)CC1
  A: -4	B: -14	C: i	D: 4	E: -14	F: -44	G: 2	H: -9	I: -1
> COc1ccc(-c2ccc(C(=O)NCCN3CCOCC3)c3occc23)c(C)c1
  A: 2	B: -6	C: .	D: 7	E: -10	F: 2	G: 0	H: 18	I: -2
> CCOC(=O)Nc1ccc2c(c1)ncn2C1CCCCC1
  A: 4	B: -12	C: i	D: -7	E: -6	F: 6	G: 5	H: 0	I: -3
> CC(C)C(NS(=O)(=O)c1cccc2nsnc12)C(=O)Nc1nc2ccc(Cl)cc2s1 (configuration not stated)
  A: 1	B: 6	C: i	D: -8	E: 20	F: -3	G: -7	H: -9	I: -3
> CN(C)[C@H]1CCN([C@@H]2CS(=O)(=O)N[C@H]2COCc2ccccc2)C1
  A: 2	B: -1	C: i	D: 8	E: -7	F: 7	G: 0	H: 8	I: 1

Four successive records already listed:
Field names – A = Rin1 Abl inh; B = NRP1-CendR mod; C = Neddyl block; D = eLon inh; E = FAS TE block; F = PABP1 MLLE inh; G = MT1-MMP act inh; H = SKN-1 inh; I = bovine MsrA act
> COC(=O)c1ccc(NC(=O)CN2CCN(c3ccccc3)CC2)cc1
  A: 0	B: 16	C: i	D: -7	E: 0	F: 1	G: 0	H: 17	I: -2
> COc1ccc(N2CCN(S(C)(=O)=O)CC2)cc1
  A: 4	B: 6	C: i	D: -14	E: -7	F: 6	G: 4	H: 23	I: -4
> S=c1[nH]cc(-c2ccccc2)n1-c1ccccc1
  A: 0	B: 4	C: i	D: 2	E: -6	F: 5	G: 4	H: 6	I: -2
> O=C(NC1CCCCC1)C(c1ccco1)N(C(=O)c1csnn1)c1cccc(F)c1 (configuration not stated)
  A: 3	B: 1	C: i	D: 8	E: 0	F: 21	G: 1	H: 3	I: -1

Additional compounds follow.
Field names – A = Rin1 Abl inh; B = NRP1-CendR mod; C = Neddyl block; D = eLon inh; E = FAS TE block; F = PABP1 MLLE inh; G = MT1-MMP act inh; H = SKN-1 inh; I = bovine MsrA act
> Cc1ccc(SCC(=O)Nc2oc(C)c3c(C)n[nH]c(=O)c23)cc1C
  A: 0	B: -6	C: i	D: 3	E: -5	F: 19	G: 1	H: -4	I: -2
> Cc1noc(NS(=O)(=O)c2ccc(NC(=O)c3cccc(S(=O)(=O)N(C)c4ccccc4)c3)cc2)c1C
  A: 4	B: -5	C: i	D: -2	E: -3	F: -12	G: 8	H: -5	I: -4
> CC1CCN(S(=O)(=O)c2c[nH]c(=O)[nH]c2=O)CC1
  A: 1	B: -14	C: i	D: 2	E: -5	F: 13	G: 4	H: -1	I: 1
> CCN(CC)CCCNC(=O)c1ccc(S(=O)(=O)Nc2ccc(C)c(C)c2)cc1
  A: 1	B: 4	C: i	D: 4	E: -7	F: 2	G: -3	H: 7	I: -1
> CC1(C)N=C(N)N=C(N)N1CCCCc1ccccc1
  A: 3	B: 8	C: i	D: -15	E: -4	F: 4	G: -12	H: 1	I: -2
> CSc1ccc(CN2CCC(N3CCC(C(=O)NC4CC4)CC3)CC2)cc1
  A: 0	B: 18	C: i	D: -8	E: -5	F: 3	G: 4	H: 26	I: -1
> Cc1ccccc1C(=O)Nc1ccc(Cl)cn1
  A: 2	B: -4	C: i	D: -6	E: -5	F: 3	G: -3	H: -6	I: 1
> C[C@H](NC(=O)c1nc[nH]c1C(=O)NCCCCCNC(=O)OC(C)(C)C)c1ccccc1
  A: 2	B: 28*	C: i	D: -4	E: 6	F: -8	G: 4	H: 19	I: 1
> COc1ccc(OC)c(NC(=O)CSc2nncc(=O)n2N)c1
  A: 0	B: 0	C: i	D: -11	E: -6	F: 21	G: 4	H: 0	I: -9
> C=CCn1c(SCC(=O)NCC2CCCO2)nc2c([nH]c3ccccc32)c1=O (configuration not stated)
  A: -2	B: -8	C: i	D: -2	E: -3	F: -2	G: 0	H: -5	I: -2
> C=CC[C@@H](CC(=O)N[C@@H](CO)Cc1ccccc1)C(=O)N[C@H](COC(=O)[C@@H](CC=C)CC(=O)OC(C)(C)C)Cc1c[nH]c2ccccc12
  A: -4	B: 8	C: i	D: 7	E: 4	F: -17	G: -10	H: 6	I: 2
> COc1ccc(-c2nc(N)n(C(=O)c3ccco3)n2)cc1
  A: -7	B: 0	C: .	D: 9	E: 2	F: -1	G: -2	H: 8	I: 0
> CCOCCCNC(=O)Cn1cnc2c(cnn2-c2ccc(C)c(C)c2)c1=O
  A: 0	B: 5	C: i	D: -4	E: -8	F: -6	G: -3	H: -8	I: -8
> Cc1ccc(C(=O)NNC(=O)c2ccncc2)cc1[N+](=O)[O-]
  A: 2	B: 9	C: i	D: -5	E: -6	F: 10	G: 3	H: 15	I: -1
> CC(=O)c1ccc(NC(=S)N2CCN(S(=O)(=O)c3ccc(F)cc3)CC2)cc1
  A: -3	B: 11	C: i	D: -1	E: 6	F: -85	G: -2	H: -16	I: -3
> COc1ccc(NC(=O)N(C)C[C@H]2OCc3cnnn3CCCC(=O)N([C@@H](C)CO)C[C@H]2C)c(OC)c1
  A: -4	B: 1	C: i	D: -3	E: -7	F: 0	G: 1	H: -4	I: -2
> CCCN(CC(=O)Nc1ccccc1C)C(=O)c1ccc(-c2ccc([N+](=O)[O-])cc2)o1
  A: 1	B: -11	C: i	D: -5	E: 30	F: 13	G: -2	H: -8	I: -3
> CC(=O)C[C@H](O)CC(=O)[C@H]1OC(=O)CCCCC/C=C/Cc2ccccc21
  A: 0	B: -17	C: i	D: 9	E: -10	F: -14	G: -11	H: 8	I: -8
> O=C(NCc1ccccc1)c1cc(C2CCCN(C(=O)CCc3ccccc3)C2)on1 (configuration not stated)
  A: -2	B: -5	C: i	D: -4	E: -10	F: 1	G: -1	H: 4	I: 0
> Cc1cc(S(=O)(=O)N2CCN(CC(=O)N(C)Cc3ccccc3)CC2)ccc1Br
  A: 1	B: 13	C: i	D: -2	E: 15	F: -32	G: -8	H: 7	I: -4
> NC(=O)c1ccc(C2SCC(=O)N2CCc2ccccc2)cc1 (configuration not stated)
  A: 2	B: -18	C: i	D: 0	E: -4	F: 0	G: -3	H: 0	I: -6
> Cn1nccc1C(=O)Nc1ccc(OC(=O)c2ccnn2C)cc1
  A: 2	B: 0	C: i	D: 8	E: 0	F: 2	G: -1	H: 2	I: 0
> CCOc1ccc(/C=C/c2nc(C#N)c(NCCCOC)o2)cc1
  A: -1	B: -6	C: .	D: -1	E: 9	F: -9	G: 2	H: 20	I: -1
> COC(=O)c1ccc(S(=O)(=O)NNC(=O)c2ccc(S(=O)(=O)N3CCCCC3)cc2)cc1
  A: 0	B: 2	C: i	D: -6	E: -7	F: 10	G: 3	H: -1	I: -3
> COCCC(=O)N1CCC(Oc2ccc(C(=O)NCCc3cnn(C)c3)cc2)CC1
  A: 6	B: -5	C: i	D: 0	E: -5	F: 3	G: -6	H: -16	I: -10
> O=C(COC(=O)c1cc(Br)ccc1O)Nc1ccc2c(c1)OCO2
  A: 5	B: -4	C: i	D: -3	E: 6	F: -8	G: -3	H: 12	I: -1
> O=C1OCC2=C1C(c1ccc(F)cc1)CC(=O)N2c1ccccc1 (configuration not stated)
  A: -5	B: -2	C: i	D: 1	E: -2	F: 2	G: -2	H: -2	I: 0
> O=C1/C(=C/c2ccc([N+](=O)[O-])cc2)C=C(c2ccccc2)N1c1ccc(O)cc1
  A: -1	B: -11	C: i	D: -5	E: 2	F: -6	G: -30	H: 23	I: -2
> COc1ccc(Cl)cc1C(=O)Nc1ccc(N(C)C(C)=O)cc1
  A: -4	B: 0	C: i	D: 0	E: 2	F: -6	G: 5	H: -5	I: 2
> CCN(CC)C(=O)CSc1nnc(CSc2ncccn2)n1C
  A: 0	B: 5	C: i	D: -4	E: -5	F: -3	G: 2	H: 7	I: -1
> CCOc1cc(-c2n[nH]c(=S)n2Cc2ccccc2)ccc1OC(F)F
  A: 0	B: 3	C: i	D: -9	E: -4	F: -13	G: 1	H: 5	I: 1
> Cc1ccc(-c2onc(C)c2C)cc1S(=O)(=O)N1CC(C)Oc2ccccc21 (configuration not stated)
  A: -4	B: -8	C: i	D: 7	E: 26	F: -11	G: -3	H: 21	I: -2
